PREPL inhibitor: human PREPL enzyme inhibition | inhibition, % at 5.96 µM | AID 2751 | Q4J6C6 | 320,000 compounds, 0.68% hits | recombinant PREPL, fluorescence polarization activity-based probe; in the data active = inhibition above about 43%;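 also: 0% = enzyme with DMSO and 100% = wells lacking enzyme; many of its hits are not listed in these tables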
LYPLA2 counter: counter-screen for PME1 inhibitors: inhibitors of human LYPLA2. O95372. recombinant LYPLA2, FP-Rh probe fluorescence polarization. inhibition, % at 5.9 µM. 320,000 compounds, 0.38% hits. AID 2177;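 active = inhibition above the screen-wide mean plus 3 SD, limit set per campaign, cut at about 26% in these data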;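 also: 0% = LYPLA2 with DMSO and 100% = wells lacking LYPLA2 enzyme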
Target sequence (O95372 whole entry, looked up): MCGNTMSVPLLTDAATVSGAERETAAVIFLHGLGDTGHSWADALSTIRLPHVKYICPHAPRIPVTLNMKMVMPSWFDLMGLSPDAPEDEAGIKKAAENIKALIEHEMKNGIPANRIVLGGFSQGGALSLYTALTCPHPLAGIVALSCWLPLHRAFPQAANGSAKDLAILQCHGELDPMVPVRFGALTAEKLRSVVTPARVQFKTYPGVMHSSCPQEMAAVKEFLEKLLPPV
LYPLA1 inh: LYPLA1 (human) inhibition in PME1 counter-screen | recombinant LYPLA1, FP-Rh probe fluorescence polarization | O75608 | 320,000 compounds, 0.16% hits | inhibition, % at 5.9 µM;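 active = inhibition above the mean of all tested compounds plus 3 SD, set per campaign, cut at about 14% in these data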;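 also: inhibitors block serine hydrolase probe labeling of LYPLA1 so polarization falls; 0% = enzyme with DMSO and 100% = wells lacking LYPLA1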
GSTO1 counter: counter-screen for RBBP9 inhibitors: inhibitors of human GSTO1 | P78417 | recombinant GSTO1, activity-based probe fluorescence polarization | inhibition, % at 5.96 µM | 300,000 compounds, 1.1% hits | AID 1974;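 active = inhibition above the campaign mean inhibition plus 3 SD, cut at about 35% in these data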;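 also: 0% = GSTO1-1 with DMSO and 100% = wells lacking GSTO1-1 enzyme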
Target sequence (P78417 whole entry, looked up): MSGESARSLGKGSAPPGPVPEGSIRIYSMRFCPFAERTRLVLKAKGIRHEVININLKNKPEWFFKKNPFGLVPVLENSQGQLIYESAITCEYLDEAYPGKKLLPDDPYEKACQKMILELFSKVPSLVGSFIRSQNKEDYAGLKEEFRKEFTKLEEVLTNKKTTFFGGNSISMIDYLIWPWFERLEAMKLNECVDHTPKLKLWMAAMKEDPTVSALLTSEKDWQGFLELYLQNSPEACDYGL
PAFAH1B3 FP inh: PAFAH1B3 (human) inhibition | Q15102 | recombinant PAFAH1B3, FP-rhodamine probe, fluorescence polarization | inhibition, % at 3.39 µM | 340,000 compounds, 0.28% hits;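 active = inhibition above the screen-wide average of all tested compounds plus 3 SD, cut at about 25% in these data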;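 also: 0% = enzyme with DMSO only and 100% = wells lacking PAFAH1B3 protein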
PME-1 primary: PME-1 (human) inhibition; inhibition, % at 5.9 µM; 320,000 compounds, 0.53% hits; Q9Y570; recombinant PME-1, FP-Rh probe fluorescence polarization;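 active = inhibition above the campaign mean of all compounds plus 3 SD, cut at about 26% in these data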;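 also: competitive labeling of PME-1 active site by serine hydrolase directed probe; 0% = PME-1 with DMSO and 100% = wells lacking PME-1 enzyme; inhibitors block probe labeling so polarization falls and inhibition rises; many of its hits are not listed in these tables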
pPAFAH inh: inhibitors of human plasma PAF acetylhydrolase (pPAFAH). Q13093. recombinant pPAFAH, FP-rhodamine probe fluorescence polarization. inhibition, % at 3.39 µM. 330,000 compounds, 1.5% hits. AID 463082;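 active = inhibition above the mean inhibition across the screen plus 3 SD, cut at about 25% in these data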;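 also: inhibitors block binding of the rhodamine activity-based probe so polarization drops; 0% = enzyme with DMSO and 100% = wells lacking pPAFAH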
Target sequence (Q13093 whole entry, looked up): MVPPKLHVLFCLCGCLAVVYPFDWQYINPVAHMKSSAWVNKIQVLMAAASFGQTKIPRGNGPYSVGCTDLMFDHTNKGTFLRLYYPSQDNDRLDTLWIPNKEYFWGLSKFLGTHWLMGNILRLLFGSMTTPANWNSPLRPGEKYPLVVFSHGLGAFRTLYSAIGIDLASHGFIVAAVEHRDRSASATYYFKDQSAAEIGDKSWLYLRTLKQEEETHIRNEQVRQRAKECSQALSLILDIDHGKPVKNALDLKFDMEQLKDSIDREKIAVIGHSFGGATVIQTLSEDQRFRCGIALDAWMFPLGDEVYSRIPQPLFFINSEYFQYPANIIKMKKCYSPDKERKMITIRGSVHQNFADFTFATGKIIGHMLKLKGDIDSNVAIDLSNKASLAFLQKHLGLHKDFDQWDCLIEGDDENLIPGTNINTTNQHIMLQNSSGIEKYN
PAD4 FP inh: PAD4 (human) enzyme inhibition. recombinant PAD4, RCA probe fluorescence polarization. 330,000 compounds, 0.41% hits. inhibition, % at 6.36 µM;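 active = percent inhibition above a cutoff equal to the mean of all tested compounds plus 3 SD, cut at about 15% in these data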;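 also: 0% = PAD4 with RCA probe and DMSO and 100% = probe without PAD4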
PAFAH1B2 inh: inhibitors of human PAFAH1B2; P68402; recombinant PAFAH1B2, FP-rhodamine activity probe, fluorescence polarization; inhibition, % at 3.39 µM; 340,000 compounds, 1.2% hits; AID 492953;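 active = inhibition above the mean of all tested compounds plus 3 SD, cut at about 24% in these data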;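 also: 0% = enzyme with DMSO and 100% = wells lacking PAFAH1B2; many of its hits are not listed in these tables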
Starred values were filed as active, the others as inactive.

Screening COc1ccc(-n2c(CN3CCN(c4ccc(F)cc4)CC3)nc3ccc([N+](=O)[O-])cc3c2=O)c(OC)c1 returned PREPL inhibitor 33, LYPLA2 counter 4, LYPLA1 inh -1, GSTO1 counter 5, PAFAH1B3 FP inh 3, PME-1 primary 12, pPAFAH inh 1, PAD4 FP inh -4 and PAFAH1B2 inh 8.
Screening CCC1(O)CC(c2ccccc2)=NN1C(=O)c1ccccc1F (centres undefined) returned PREPL inhibitor 3, LYPLA2 counter 0, LYPLA1 inh -3, GSTO1 counter 8, PAFAH1B3 FP inh 3, PME-1 primary -2, pPAFAH inh 5, PAD4 FP inh -5 and PAFAH1B2 inh 4.
COC(=O)C1CCN(Cc2ccc(OCCCN3CCN(c4ccc([N+](=O)[O-])cc4)CC3)cc2)CC1 was read as PREPL inhibitor 30, LYPLA2 counter 5, LYPLA1 inh 1, GSTO1 counter 0, PAFAH1B3 FP inh 0, PME-1 primary 1, pPAFAH inh 3, PAD4 FP inh 2 and PAFAH1B2 inh 5.
`CC(=O)Nc1ccc(NC(=O)c2ccc(-n3c(C)ccc3C)cc2)cc1` gave PREPL inhibitor 17, LYPLA2 counter 6, LYPLA1 inh 1, GSTO1 counter -3, PAFAH1B3 FP inh -6, PME-1 primary 9, pPAFAH inh -1, PAD4 FP inh 3 and PAFAH1B2 inh 5.
Screening CN1CCN(c2cnn(-c3ccccc3)c(=O)c2Br)CC1 returned PREPL inhibitor -1, LYPLA2 counter -3, LYPLA1 inh -5, GSTO1 counter 3, PAFAH1B3 FP inh 7, PME-1 primary -5, pPAFAH inh 5, PAD4 FP inh -3 and PAFAH1B2 inh 2.
`Cc1ccc(C)c(-n2c(Cc3cccs3)n[nH]c2=S)c1` gave PREPL inhibitor 1, LYPLA2 counter 1, LYPLA1 inh 4, GSTO1 counter 9, PAFAH1B3 FP inh -1, PME-1 primary -5, pPAFAH inh 2, PAD4 FP inh -2 and PAFAH1B2 inh 11.
Cc1onc(C(=O)Nc2ccccc2C(F)(F)F)c1[N+](=O)[O-] was read as PREPL inhibitor 8, LYPLA2 counter -6, LYPLA1 inh -1, GSTO1 counter 23, PAFAH1B3 FP inh 6, PME-1 primary 1, pPAFAH inh 0, PAD4 FP inh 6 and PAFAH1B2 inh -2.
COc1ccc2oc(=N)c(C(=O)Nc3ccc(Cl)cc3)cc2c1 was read as PREPL inhibitor 4, LYPLA2 counter 1, LYPLA1 inh 2, GSTO1 counter 0, PAFAH1B3 FP inh -1, PME-1 primary -9, pPAFAH inh 5, PAD4 FP inh -6 and PAFAH1B2 inh -2.
O=C(CNCc1cccs1)Nc1ccc(OC(F)(F)F)cc1 was read as PREPL inhibitor 10, LYPLA2 counter -1, LYPLA1 inh -1, GSTO1 counter -2, PAFAH1B3 FP inh 9, PME-1 primary 3, pPAFAH inh -2, PAD4 FP inh 0 and PAFAH1B2 inh 2.
`Cc1ccc(Nc2nc(N)c([N+](=O)[O-])c(NCc3ccccc3)n2)cc1` gave PREPL inhibitor -13, LYPLA2 counter 2, LYPLA1 inh -4, GSTO1 counter 0, PME-1 primary 3, pPAFAH inh 8 and PAD4 FP inh 1.
For NS(=O)(=O)c1ccc(CCN=Cc2ccccc2O)cc1 the results were PREPL inhibitor -2, LYPLA2 counter 9, LYPLA1 inh 5, GSTO1 counter 7, PAFAH1B3 FP inh 8, PME-1 primary 7, pPAFAH inh 2, PAD4 FP inh -6 and PAFAH1B2 inh 4.
O=C1NC[C@@H](Cc2cccc3ccccc23)N(CCC23CC4CC(CC(C4)C2)C3)C1=O was read as PREPL inhibitor -13, LYPLA2 counter -3, LYPLA1 inh 0, GSTO1 counter 2, PAFAH1B3 FP inh 1, PME-1 primary -1, pPAFAH inh 6, PAD4 FP inh 2 and PAFAH1B2 inh 7.
CCC1CCc2c(sc3ncnc(N4CCOCC4)c23)C1 (centres undefined) was read as PREPL inhibitor 9, LYPLA2 counter 5, LYPLA1 inh 3, GSTO1 counter -7, PAFAH1B3 FP inh 0, PME-1 primary -4, pPAFAH inh 24, PAD4 FP inh 2 and PAFAH1B2 inh 0.
Screening Cc1ccc(Cl)cc1N1CCN(C(=S)NCCc2ccccc2)CC1 returned PREPL inhibitor -17, LYPLA2 counter -22, LYPLA1 inh -9, GSTO1 counter -8, PAFAH1B3 FP inh 7, PME-1 primary -19, pPAFAH inh -1, PAD4 FP inh -2 and PAFAH1B2 inh 0.
`Cc1ccc(C(=O)C2Oc3ccccc3C3CC(c4ccc(C)cc4)=NN23)cc1` (centres undefined) gave PREPL inhibitor -4, LYPLA2 counter -1, LYPLA1 inh -3, GSTO1 counter 4, PAFAH1B3 FP inh 2, PME-1 primary -4, pPAFAH inh 1, PAD4 FP inh 0 and PAFAH1B2 inh -4.
`O=C(c1cc(-c2ccc(Cl)cc2)n[nH]1)N1CCN(C(=O)c2ccco2)CC1` gave PREPL inhibitor 6, LYPLA2 counter 9, LYPLA1 inh 0, GSTO1 counter 2, PAFAH1B3 FP inh 3, PME-1 primary -2, pPAFAH inh 3, PAD4 FP inh 0 and PAFAH1B2 inh 3.
For Cc1ccc(C(=O)Nc2cccc3cccnc23)cc1Br the results were PREPL inhibitor 1, LYPLA2 counter 1, LYPLA1 inh -2, GSTO1 counter -1, PME-1 primary -2, pPAFAH inh 2 and PAD4 FP inh 2.
For Nc1c(Cl)ncnc1N/N=C/c1ccc(O)cc1 the results were PREPL inhibitor -1, LYPLA2 counter 2, LYPLA1 inh -1, GSTO1 counter 16, PAFAH1B3 FP inh 3, PME-1 primary 9, pPAFAH inh -2, PAD4 FP inh 1 and PAFAH1B2 inh 2.
Cc1ccnc(NC(=O)c2ccc(Cl)c(NC(=O)CCc3ccccc3)c2)c1 was read as PREPL inhibitor -2, LYPLA2 counter 0, LYPLA1 inh -5, GSTO1 counter 2, PME-1 primary -8, pPAFAH inh 8 and PAD4 FP inh 2.
For CC(C)(C)C(=O)NC(NC(=S)Nc1ccc(S(N)(=O)=O)cc1)C(Cl)(Cl)Cl (centres undefined) the results were PREPL inhibitor -1, LYPLA2 counter -5, LYPLA1 inh -6, GSTO1 counter -5, PAFAH1B3 FP inh 7, PME-1 primary 3, pPAFAH inh 1, PAD4 FP inh 2 and PAFAH1B2 inh -2.
Cc1ccc(CC(=O)OCC(=O)c2ccc[nH]2)cc1C was read as PREPL inhibitor 9, PAFAH1B3 FP inh 0, pPAFAH inh 7, PAD4 FP inh 0 and PAFAH1B2 inh 8.
CCc1nnc(NC(=O)c2ccc(OC)cc2)s1 was read as PREPL inhibitor -9, LYPLA2 counter 3, LYPLA1 inh 0, GSTO1 counter -4, PAFAH1B3 FP inh 1, PME-1 primary -1, pPAFAH inh 4, PAD4 FP inh 0 and PAFAH1B2 inh 1.
`CCOC(=O)/C=C1\SCC(=O)N1CC(=O)Nc1ccccc1OC(F)F` gave PREPL inhibitor 9, LYPLA2 counter -5, LYPLA1 inh -4, GSTO1 counter 1, PAFAH1B3 FP inh 0, PME-1 primary 17, pPAFAH inh -1, PAD4 FP inh -11 and PAFAH1B2 inh 3.
`Cc1cc(=O)oc2cc(OCC(=O)N3c4ccccc4NC(=O)C3(C)C)ccc12` gave PREPL inhibitor 16, PAFAH1B3 FP inh 13, pPAFAH inh 6, PAD4 FP inh 0 and PAFAH1B2 inh 5.
For C=CCOc1ccc(Br)cc1/C=N/O the results were PREPL inhibitor -6, LYPLA2 counter -6, LYPLA1 inh -4, GSTO1 counter -3, PAFAH1B3 FP inh 7, PME-1 primary -4, pPAFAH inh 3, PAD4 FP inh -4 and PAFAH1B2 inh 4.
Screening O=C(NNC1CC(=O)N(c2ccccc2)C1=O)c1ccco1 (centres undefined) returned PREPL inhibitor -8, LYPLA2 counter -4, LYPLA1 inh -2, GSTO1 counter -10, PAFAH1B3 FP inh 10, PME-1 primary -4, pPAFAH inh -1, PAD4 FP inh 1 and PAFAH1B2 inh -7.
`Cc1[nH]nc(N2CCCCCC2)c1[N+](=O)[O-]` gave PREPL inhibitor 5, LYPLA2 counter 11, LYPLA1 inh -2, GSTO1 counter -6, PAFAH1B3 FP inh 0, PME-1 primary 1, pPAFAH inh -6, PAD4 FP inh -7 and PAFAH1B2 inh 1.
`CO/N=C(/C(=O)N[C@@H]1C(=O)N2C(C(=O)O)=CCS[C@H]12)c1cnc(N)s1` gave PREPL inhibitor 6, LYPLA2 counter 0, LYPLA1 inh -1, GSTO1 counter 9, PME-1 primary 2, pPAFAH inh 4 and PAD4 FP inh -9.
Screening CC1CC(C)CN(CC(O)COC2CC(C)CC(C)(C)C2)C1 (centres undefined) returned PREPL inhibitor 11, LYPLA2 counter 2, LYPLA1 inh 0, GSTO1 counter 3, PAFAH1B3 FP inh 9, PME-1 primary -3, pPAFAH inh 1, PAD4 FP inh -2 and PAFAH1B2 inh 6.
`Cc1cc(NC(=O)CSc2ncnc3sc(C)c(C)c23)no1` gave PREPL inhibitor -1, LYPLA2 counter -2, LYPLA1 inh 2, GSTO1 counter 6, PAFAH1B3 FP inh 9, PME-1 primary -1, pPAFAH inh -6, PAD4 FP inh -2 and PAFAH1B2 inh 0.
O=C(CSc1ccsc1[N+](=O)[O-])N1CCCCC1 was read as PREPL inhibitor -1, LYPLA2 counter -7, LYPLA1 inh 5, GSTO1 counter 5, PAFAH1B3 FP inh 6, PME-1 primary 2, pPAFAH inh -5, PAD4 FP inh -6 and PAFAH1B2 inh -1.
`COc1cc(C)c(C(C)C)cc1S(=O)(=O)NCCCn1ccnc1` gave PREPL inhibitor 15, LYPLA2 counter 1, LYPLA1 inh 1, GSTO1 counter -4, PAFAH1B3 FP inh 1, PME-1 primary 2, pPAFAH inh 2, PAD4 FP inh 0 and PAFAH1B2 inh 5.
For Cn1nc(C(=O)NC2=NCCS2)ccc1=O the results were PREPL inhibitor 8, LYPLA2 counter -4, LYPLA1 inh -1, GSTO1 counter 6, PAFAH1B3 FP inh 5, PME-1 primary -4, pPAFAH inh 5, PAD4 FP inh 2 and PAFAH1B2 inh 4.
`COc1cccc(C(=O)Nc2c[nH]c(=O)[nH]c2=O)c1` gave PREPL inhibitor 0, LYPLA2 counter 4, LYPLA1 inh 3, GSTO1 counter -3, PAFAH1B3 FP inh 0, PME-1 primary 2, pPAFAH inh -4, PAD4 FP inh 0 and PAFAH1B2 inh 5.
For CCCCc1nc2ccccc2c(N)c1CCC (tested in a mixture with another compound) the results were PREPL inhibitor 12, LYPLA2 counter -2, LYPLA1 inh -3, GSTO1 counter -4, PAFAH1B3 FP inh 3, PME-1 primary -7, pPAFAH inh -1, PAD4 FP inh -6 and PAFAH1B2 inh 0.
Screening CCC1CCCCN1CCCNC(=O)CS(=O)(=O)Cc1nc(-c2cccc(OC)c2)oc1C (centres undefined) returned PREPL inhibitor 9, LYPLA2 counter 4, LYPLA1 inh 0, GSTO1 counter -1, PAFAH1B3 FP inh 1, PME-1 primary -2, pPAFAH inh 7, PAD4 FP inh -2 and PAFAH1B2 inh 3.
Screening Cc1cc(NC(=O)CN2C(=O)NC(c3ccccc3)(c3ccc(C)c(C)c3)C2=O)no1 (centres undefined) returned PREPL inhibitor -10, LYPLA2 counter 0, LYPLA1 inh -3, PAFAH1B3 FP inh 6, PME-1 primary -9, pPAFAH inh -7, PAD4 FP inh -10 and PAFAH1B2 inh 2.

Not all compounds are listed. The share of hits here may be higher or lower than overall.
